# 12-LOX inh: ALOX12 (human) lipoxygenase inhibition. AID 1671190. 1.1% of 580,000 active. Potency, µM (highest dose often 108 µM), without a hit: top-dose activity change, negative = inhibition, hits mostly inhibitors. purified 12hLO, xylenol orange hydroperoxide absorbance. P18054; active = well fitted inhibition curve with a large enough effect; inconclusive = small, poorly fitted or top-dose-only effect, or another doubt; inactive = no such curve, though single readings can be large or run the other way
# Target sequence (P18054 whole entry, looked up): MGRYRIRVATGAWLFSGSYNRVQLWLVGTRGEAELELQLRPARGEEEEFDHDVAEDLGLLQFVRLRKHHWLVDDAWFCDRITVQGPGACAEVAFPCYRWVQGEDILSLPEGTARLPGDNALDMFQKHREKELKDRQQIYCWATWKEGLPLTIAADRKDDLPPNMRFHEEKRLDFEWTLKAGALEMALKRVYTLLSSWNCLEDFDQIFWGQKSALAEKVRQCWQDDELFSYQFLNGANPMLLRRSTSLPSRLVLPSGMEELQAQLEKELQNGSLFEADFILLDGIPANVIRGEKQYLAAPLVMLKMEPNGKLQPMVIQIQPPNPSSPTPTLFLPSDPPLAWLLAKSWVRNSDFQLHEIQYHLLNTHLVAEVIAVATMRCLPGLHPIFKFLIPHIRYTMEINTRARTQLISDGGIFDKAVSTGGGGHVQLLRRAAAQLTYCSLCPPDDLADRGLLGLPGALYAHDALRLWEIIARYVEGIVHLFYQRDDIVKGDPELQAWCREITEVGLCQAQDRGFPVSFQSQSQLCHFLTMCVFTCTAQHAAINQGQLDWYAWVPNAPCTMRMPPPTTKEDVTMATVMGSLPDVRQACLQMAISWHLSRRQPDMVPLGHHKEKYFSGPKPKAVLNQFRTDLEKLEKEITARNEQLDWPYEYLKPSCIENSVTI
#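 Hydroperoxide product was detected by ferrous iron/xylenol orange as the 573 to 405 nm absorbance ratio. Arachidonic acid at 40 uM (final) was turned over for 30 min at room temperature by 150 nM human 12hLO, pH 7.0 Hepes buffer, after 15 min compound preincubation.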
# An asterisk follows results filed as active; ? = inconclusive; [ ] = dose if it differs, or a comment. % is scaled to controls: 0 for no effect and ±100 for the full control effect; potency is read from the fitted curve at half-maximal effect. Not all compounds are listed; rates above refer to the full screens.
SMILES | 12-LOX inh
O=C(O)CN1CC2(CCC1=O)CCN(C(=O)C1CNC(=O)C1)CC2 (stereo unspecified) | 20%
CCC(=O)N1CCc2sc(C(=O)NCc3cccs3)cc2C1 | -11%
CC1=C[C@@H](CC#N)[C@H](C(C)C)C[C@H]1CC(=O)NC1CCCCC1 | 6%[176 µM]
CC1(C)O[C@@H]2[C@H](O1)[C@@H](O)C[C@H]2n1cnc2c(Cl)ncnc21 | ?
Cc1noc(-c2cccc(OC3CN(S(=O)(=O)c4cn(C)cn4)C3)c2)n1 | 36%[activator]
CC1Oc2ccc(NC(=O)c3c(F)cccc3F)cc2CN(CCc2ccc(F)cc2)C1=O (stereo unspecified) | -9%
COc1ccc(CC(=O)N2CC(N(C3CCOCC3)S(C)(=O)=O)C2)cc1OC | 22%
COCC1(c2n[nH]c(C3CCOCC3)n2)CCC1 | 70%[activator]
COc1ccc(C(=O)N[C@H](c2cccs2)C2CC(O)C2)c(F)c1F (stereo partly specified) | 13%
O=C(NCC(F)(F)F)c1cc(C2CC2)nc2c1c(C1CCCN1)nn2-c1ccccc1 (stereo unspecified) | -2%[6.33 µM]
Cc1cc(NC(=O)CCc2c[nH]c3ccccc23)ccc1Nc1cccnc1 | 2%
NC(=O)c1cnc2n1CCN(C(=O)c1cnnn1-c1ccccc1)C2 | 13%

# (continued)
SMILES | 12-LOX inh
O=C(N1CCC(Cc2nc(C3CC3)n[nH]2)CC1)C1(c2ccccc2)CC1 | 26%
COC(=O)C1=C(C)N(Cc2cccc(C(F)(F)F)c2)C(=NCc2ccc3c(c2)OCO3)NC1c1ccccc1C(F)(F)F (stereo unspecified) | -26%
CN1c2cc(C(=O)NCc3ccc(F)cc3F)ccc2C(=O)N2CCCCC21 (stereo unspecified) | 38%[activator]
COc1cc(-c2nccc3[nH]nc(-c4ccncc4)c23)cc(OC)c1OC | -22%
NC[C@H]1O[C@H](Cc2cc(-c3ccc(F)cc3)on2)CC[C@@H]1O | 20%[176 µM]
CCCCC[C@H](O)/C=C/[C@H]1OC(O)C[C@H](O)[C@@H]1C/C=C\CC(=O)O (stereo partly specified) | 2%[2.23 µM]
COc1cc(=O)n2c(c1C(=O)Nc1ccc(Cl)cc1)CCCC2 | 46%
COCCNC(=O)c1cc(-c2ccc(Cl)cc2Cl)nc2c1cnn2C | 3%[6.33 µM]
CCCc1c(-c2ccc(OC)cc2)ncn1CCc1ccccc1OC | ?
Cc1cn(CC(=O)N2CCOCC(O)C2)c(=O)[nH]c1=O (stereo unspecified) | 55%[activator]
CC(C)(C)NC(=O)Cn1ccn2nc(-c3ccc(F)cc3)c(CO)c2c1=O | 24%
COc1cc2c(cc1OC)C(CNC(=O)c1ccc(C)cc1)N(C(=O)NC(C)C)CC2 (stereo unspecified) | -2%

# Next part.
SMILES | 12-LOX inh
CCN1CCN(C(=O)c2c(OCC3CC3)cc(=O)n3c2CCCCC3)CC1 | 50%[activator]
COCC1CN(Cc2ccc(OC)c(OC)c2Cl)CC12CCNCC2 (stereo unspecified) | 6%
COC(=O)C1=C(C)N=C2SC=C(CC(=O)NCCC(C)C)N2C1c1ccsc1 (stereo unspecified) | 51%[activator]
CC[C@H]1CN(C(C)=O)CC[C@H]1CC(=O)Nc1nccs1 | 27%[176 µM]
COc1ccc(C(=O)N2CCCC(Cc3nc(C4CCOCC4)no3)C2)cc1OC (stereo unspecified) | 13%
O=C(COc1ccc(F)cc1)N1CC(c2nc(CCOCC3CCOCC3)no2)C1 | 33%[activator]
CCOc1cc(=O)n2c(c1C(=O)NCC1CCCCC1)CCCCC2 | -5%
O=C(Cc1ccccc1)NCC1CN(Cc2ccncc2Cl)CC12CN(c1ccccc1)C2 (stereo unspecified) | 32%[activator]
CN(C)c1ccc(CN2CCC23Cc2ccccc2NC3=O)cc1 (stereo unspecified) | 31%[activator][176 µM]
CCc1nc2cc(N3CCC(C(=O)NCc4cccc(F)c4)CC3)cnc2nc1CC | -14%
Cc1c(C)c2ccc(OCC(=O)NCCc3c[nH]c4ccccc34)cc2oc1=O | 9%
COc1c(C)c2c(c(O)c1CC=C(C)CCC(=O)O)C(=O)OC2 | 179%[activator]

# Carrying on.
SMILES | 12-LOX inh
COc1ccccc1NC(=O)Cn1nc2c(cc1=O)CCCC2 | 18%
COCCN1CCC(N2CCN(S(=O)(=O)c3ccc(Cl)cc3C)CC2)C1=O (stereo unspecified) | 20%
COc1ccc(C(=O)N2C[C@@H]3C[C@H](C2)c2ccc(NS(=O)(=O)c4ccc(NC(C)=O)cc4)c(=O)n2C3)cc1 | ?
O=C1CCCCCN1C1CCN(Cc2ccc(C(F)(F)F)cc2)CC1 | -8%
COc1cc(F)ccc1-c1cc2c(ccn2CC2CCN(C)CC2)c(N2CCOCC2)n1 | 9%[176 µM]
Cc1ncsc1CN1CCc2nc(N3CCN(C)CC3)sc2C1 | 89%[activator]
Cc1cccc(NC(=O)N2CC(N(C3CCOCC3)S(C)(=O)=O)C2)c1 | 17%
CCc1noc(-c2cccn3c(CNC(=O)C(C)c4ccccc4)nnc23)n1 (stereo unspecified) | 70%[activator]
Cc1nc(CN2C(=O)OC3(CCN(C(=O)c4cccnc4)CC3)C2(C)c2ccccc2)cs1 (stereo unspecified) | 15%
CCc1nc(CN2CC[C@@H](c3ccc4c(c3)OCO4)[C@H](O)C2)c(C)[nH]1 | 34%[activator]
O=C(NC[C@H]1OC[C@@H](NCc2cnc[nH]2)[C@@H]1O)c1ccncc1 | 35%[activator][176 µM]
NC[C@H]1O[C@@H](CO)[C@@H](O)[C@H]1N1CCN(c2ncccn2)CC1 | 20µM*

# Further records:
SMILES | 12-LOX inh
COCCNC(=O)[C@@H]1C[C@H](Oc2cccnc2)CN1C(=O)c1ccc(C)s1 | 2%
CCOc1ccc(S(=O)(=O)N2CCC3(CC2)CN(C)CC3COC)cc1 (stereo unspecified) | -1%
COc1ccc(OC)c(-c2nc3ccc(-c4ccc(OC)c(OC)c4OC)cc3o2)c1 | 35%
COc1ccccc1NC(=O)Cn1c(N2CCC(C)CC2)nc(C)cc1=O | -4%
O=C(NCc1nnc2c(-c3nc(C4CC4)no3)cccn12)c1ccc(F)c(F)c1 | 71%[activator]
Cc1ccccc1[C@H]1C[C@@H](O)[C@@H](O)[C@@H]1NC(=O)C(C)C | 8%[176 µM]
CCc1noc(-c2cn(C3CCN(C(=O)COc4ccccc4)C3)nn2)n1 (stereo unspecified) | 9%
CCn1nccc1C(=O)N1CCCCCCNC(=O)[C@@H]2CCCC[C@@H]21 | 51%[activator]
O=C(NC1CCCN(c2cc(-c3ccc(F)cc3)[nH]n2)C1)c1ccccc1F (stereo unspecified) | 31%[activator]
CCn1ncc(CN2CC[C@H]3C(=O)NCCCCCCN(Cc4ccncc4)[C@@H]3C2)c1C | 123%[activator]
CCN1c2cc(C(=O)Nc3cccc(F)c3)ccc2C(=O)N2CCCCCC21 (stereo unspecified) | -10%
C[C@@]1(O)CCN(C(=O)c2cc(C(F)(F)F)ccc2Cl)C[C@@H]1O | 92%[activator]

# Three entries out of the list, arranged by molecular weight, ascending:
SMILES | 12-LOX inh
CC[C@H]1CN(C(C)=O)CC[C@H]1CC(=O)Nc1nccs1 | 27%[176 µM]
NC(=O)c1cnc2n1CCN(C(=O)c1cnnn1-c1ccccc1)C2 | 13%
C[C@@]1(O)CCN(C(=O)c2cc(C(F)(F)F)ccc2Cl)C[C@@H]1O | 92%[activator]

# Compounds shown so far containing a COOH group:
SMILES | 12-LOX inh
O=C(O)CN1CC2(CCC1=O)CCN(C(=O)C1CNC(=O)C1)CC2 (stereo unspecified) | 20%
CCCCC[C@H](O)/C=C/[C@H]1OC(O)C[C@H](O)[C@@H]1C/C=C\CC(=O)O (stereo partly specified) | 2%[2.23 µM]
COc1c(C)c2c(c(O)c1CC=C(C)CCC(=O)O)C(=O)OC2 | 179%[activator]

# Following part
SMILES | 12-LOX inh
CC1=C[C@@H](CNCCN2CCOCC2)[C@H](C(C)C)C[C@H]1Cc1nnc(-c2ccccc2)o1 | 44%[activator]
CC1=C[C@@H](CN2CCOCC2)[C@H](C(C)C)C[C@H]1Cc1nnc(-c2ccc([N+](=O)[O-])cc2)o1 | ?
Cc1ccc(NC(=O)C2CCN(C(=O)c3nnn4c3COC(c3ccc(C)cc3)C4)CC2)cc1 (stereo unspecified) | 6%
Cn1cnnc1-c1nn(C)c2c1CN(C(=O)c1nn(C)c3ccccc13)CC2 | 21%
CCC(Cn1cnc(-c2ccccc2)c1-c1ccc(C#N)cc1)N1CCN(C)CC1 (stereo unspecified) | 35%[activator]
O=C(c1cccc(OC(F)(F)F)c1)N1CCN(c2cc(-c3ccc(F)cc3)[nH]n2)CC1 | 67%[activator]
COCCNC(=O)[C@@H]1C[C@@H](O)CN1C1CCN(C(=O)COc2ccc(F)cc2)CC1 | 30%
CCCNC(=O)N1CCC2(CC1)CC(N(C(=O)c1ccccc1)C1CC1)CCO2 (stereo unspecified) | 42%[activator]
C=CC(=O)Nc1cccc(Oc2nc(Nc3ccc(N4CCN(C)CC4)cc3)ncc2Cl)c1 | -19%[57.4 µM]
CCC(CC)CN1CCC(CN2C(=S)NC[C@@H]2Cc2ccccc2)CC1 | -24%
NC1(Cc2cc(COc3ccccc3)on2)COC1 | 17%[176 µM]
COc1ccc(S(=O)(=O)N2CCC(CC(=O)NCc3ccccc3)C2)cc1OC (stereo unspecified) | 32%[activator]

# (next part)
SMILES | 12-LOX inh
O=C(CC1C(=O)NCCN1Cc1cccc(Oc2ccccc2)c1)NC1CCOCC1 (stereo unspecified) | -17%
CCc1nc2c(=O)n(CC(=O)N3CCN(c4cccc(C)c4C)CC3)nc(C)c2s1 | 24%
COc1c(N)ccnc1-c1cccc(CN2CCOCC2)c1 | ?
O=c1c2nc(-c3cccc(C(F)(F)F)c3)ccc2ncn1Cc1ccccn1 | 18%[176 µM]
Cc1nc(-c2cn(C3CCCN(C(=O)c4ccc(F)c(F)c4)C3)nn2)no1 (stereo unspecified) | -8%
Cc1ccc(NC(=O)CCn2ccn3nc4c(c3c2=O)CCCC4)c(F)c1 | 1%
CNCC(=O)N1CCC2(CC1)CN(CCOc1ccccc1)C(=O)O2 | 1%
CN(Cc1n[nH]c2c1CCCCC2)C(=O)c1cn(CC2CCCCC2)nn1 | 33%
Cc1cnc(CCNC(=O)COc2ccccc2)n1C1CCC1 | 58%[activator]
COc1ccc(C(=O)N[C@H]2CCN3C(=O)c4cc(Br)ccc4NC(=O)[C@@H]3C2)cc1 | 11%
COc1cc(=O)n2c(c1C(=O)NC1CCCCCCC1)CCCC2 | 9%
Nc1nc2cc3c(cc2cc1C(=O)NCCc1c[nH]c2ccccc12)OCO3 | ?

# (next part)
SMILES | 12-LOX inh
CC(C)C[C@@H](NC(=O)[C@@H]1C[C@@H](NS(=O)(=O)c2cn(C)cn2)CCN1C(=O)COCC(=O)O)C(N)=O | ?
CCOc1ccccc1OCCNC(C)Cc1ccc(OC)c(S(N)(=O)=O)c1 (stereo unspecified) | ?
C1=C(c2nc(-c3ccc(N4CCOCC4)cc3)cc3c2ccn3Cc2cccnc2)CCOC1 | 32%[activator]
COCCOc1ncccc1-c1noc([C@@H]2CCCN2Cc2ncc[nH]2)n1 | 79%[activator][176 µM]
Cc1onc(-c2c(F)cccc2Cl)c1-c1ncc(-c2ccc(Cl)cc2)o1 | -8%
CCc1noc(-c2cn(C3CCN(C(=O)C4(c5ccccc5)CC4)C3)nn2)n1 (stereo unspecified) | 7%
O=C(O)COc1ccc(-c2nccc3c2C(=O)N(Cc2cccc(C(F)(F)F)c2)CC(CNC(=O)c2cccc(Cl)c2)O3)cc1 (stereo unspecified) | ?
CC(C)c1noc([C@H]2C[C@@H]3C(=O)NCCCCCCN(C(=O)Cc4ccccc4)[C@@H]3C2)n1 | 39%[activator]
COc1ccc(CN2CCC3(COC(=O)N3Cc3ccccn3)C2)cn1 (stereo unspecified) | -10%[176 µM]
CN(C)Cc1cccc(-c2cc3c(ccn3Cc3cccnc3)c(C3=CCOCC3)n2)c1 | 13%[176 µM]
O[C@H]1CC[C@@H](Cc2cc(COc3ccccc3)on2)O[C@@H]1CN(CC1CC1)CC1CC1 | 5%[176 µM]
COc1ccc(C(C)NC(=O)C2CCN(c3cc(C(F)(F)F)ncn3)CC2)cc1 (stereo unspecified) | ?

# (more compounds)
SMILES | 12-LOX inh
Cc1nc2c(c(NC3CC3)n1)CCN(C(=O)CCc1cccnc1)CC2 | 9%
Cc1ccc(C2Cn3nnc(C(=O)N4CCC(C(=O)Nc5ccc(C)c(F)c5)CC4)c3CO2)cc1 (stereo unspecified) | 21%
COc1ccc(-c2nnc([C@H]3CCN(Cc4ccccc4Cl)C3)o2)cc1 | 86%[activator][176 µM]
CCc1[nH]c2c(CNC(=O)c3cnc(C)nc3)cc(C)cc2c1C | ?
O=C(CCc1cc2ccccc2[nH]c1=O)NCCCN1CCCC1=O | 13%
CCOc1cc(=O)n2c(c1C(=O)Nc1ccc(C)cc1C)CCCC2 | 0%
Cc1ccc(Cn2c(C3CCN(C(=O)c4cccs4)CC3)n[nH]c2=O)cc1 | -21%
COc1ccc(CN(C(=O)c2ccco2)c2ccc(CC(=O)NC(C)c3ccccc3)cc2)cc1 (stereo unspecified) | ?
COc1ccc(C2(C(=O)N3CC[C@H](CO)[C@H](NC(=O)C4CC4)C3)CC2)cc1 | 20%
Fc1c(Cl)cccc1Nc1ncncc1-c1nc(-c2ccccc2)no1 | 33%[activator]
COc1ccc(-c2cc3c(=O)n(CCNC(=O)c4ccc(F)cc4)ccn3n2)cc1 | 27%
CNC(=O)[C@@H](C1CCCCC1)N1CCC[C@H]1C(=O)N1CCOCC1 | ?
Cc1ccc(-c2nnc([C@H]3CCN(Cc4ccc(S(C)(=O)=O)cc4)C3)o2)cc1 | -14%[176 µM]

# Assay outcomes from PubChem BioAssay.
